Source: PubChem BioAssay (several laboratories)
VCAM1 TNFa inh: reduces TNF alpha induced VCAM1 expression in HUVEC; HUVEC TNFa-induced VCAM-1 immunofluorescence, high-content imaging; inhibition, % at 2 µM; 0.48% of 95,000 active; AID 802;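 active = inhibition above the batch mean plus 3 SD, with images confirmed as a hit by eye, cut at about 37% in these data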;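 also: 0% = TNF-stimulated DMSO wells and 100% = unstimulated control wells; not every result past the cut was called active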
TNFa cytotox: toxic to HUVEC cells under TNF alpha stimulation; HUVEC TNFalpha-stimulated, Hoechst cell count, imaging; cell count reduction, % at 2 µM; 0.17% of 93,000 active; AID 848;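 active = cell count reduction exceeding the screen mean by over 5 SD, scaled to untreated wells per plate, cut at about 78% in these data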;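 also: cells counted after 24 h of TNF alpha exposure following the 1 h pretreatment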
cytoskel mod: cytoskeleton assembly modification; HUVEC TNFa F-actin phalloidin imaging, high content; inhibition, % at 2 µM; 0.18% of 91,000 active; AID 836;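 active = inhibition above the batch mean plus 3 SD and confirmed as a hit by visual image inspection, cut at about 30% in these data, passing the limit was not always enough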; also: strong numbers were not always called active
HUVEC prolif 384: blocks proliferation of human endothelial cells; HUVEC proliferation, CellTiter-Glo luminescence, 72 h; active compounds read low; viability, % at 10 µM (by protocol); 1.1% of 86,000 active; AID 648;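 active = viability at or below 30%; inactive = viability above 30%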;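 also: 100% = median luminescence of DMSO-only cell control wells on each plate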
H69AR growth 86K: blocks growth of human H69AR lung tumor cells | H69AR lung tumor viability, ATP luminescence, 72 h; active compounds read low | viability, % at 10 µM | 6% of 85,000 active | AID 598;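 active = viability at or below 40%; inactive = viability above 40%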;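 also: multidrug resistant small cell line overexpressing MRP-1 efflux transporter; 100% = mean luminescence of untreated control wells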
HUVEC tox IL1B: HUVEC cytotoxicity counter-screen, IL-1B stimulated; cell count reduction, % at 2 µM; HUVEC cell count loss, Hoechst imaging; 0.41% of 94,000 active; AID 845;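 active = cell count reduction more than 3 SD above the screen-wide mean, cut at about 70% in these data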;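 also: normalized per plate to untreated control cells as the no-loss baseline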
Lung fibro prol: blocks proliferation of human lung fibroblasts. LL 47 human lung fibroblast viability, ATP luminescence; active compounds read low. viability, % at 10 µM. 1.1% of 85,000 active. AID 719;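 active = viability at or below 50% in the single dose screen; inactive = viability above 50%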;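 also: compound exposure lasted 72 h before the ATP readout; 100% = median luminescence of untreated cell-only wells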
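Material: human LL 47 lung fibroblast cells; quantity: 1,150 cells/well; medium: IMEM plus 15% FBS; doses: 0.1% DMSO in all compound wells; timing: overnight attachment after seeding, then 72 h compound exposure at 37 °C; detection: CellTiter-Glo luminescence; measure: % viability of median cell-only signal; controls: cell-only wells, no compound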
Pyk2 oligo antag: antagonists of human Pyk2 oligomerization; Q14289; Q293 cells, Pyk2 FERM NanoBiT luminescence; active compounds read low; z-score (the deposit names both 25 µM and 10 µM); 0.83% of 99,000 active;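 active = Z-score of -3 or lower, scaled per plate to the spread of control and sample wells; inactive = z-score above -3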;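 also: negative z-score means lost luminescence so less FERM oligomerization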
Target sequence (Q14289 whole entry, looked up): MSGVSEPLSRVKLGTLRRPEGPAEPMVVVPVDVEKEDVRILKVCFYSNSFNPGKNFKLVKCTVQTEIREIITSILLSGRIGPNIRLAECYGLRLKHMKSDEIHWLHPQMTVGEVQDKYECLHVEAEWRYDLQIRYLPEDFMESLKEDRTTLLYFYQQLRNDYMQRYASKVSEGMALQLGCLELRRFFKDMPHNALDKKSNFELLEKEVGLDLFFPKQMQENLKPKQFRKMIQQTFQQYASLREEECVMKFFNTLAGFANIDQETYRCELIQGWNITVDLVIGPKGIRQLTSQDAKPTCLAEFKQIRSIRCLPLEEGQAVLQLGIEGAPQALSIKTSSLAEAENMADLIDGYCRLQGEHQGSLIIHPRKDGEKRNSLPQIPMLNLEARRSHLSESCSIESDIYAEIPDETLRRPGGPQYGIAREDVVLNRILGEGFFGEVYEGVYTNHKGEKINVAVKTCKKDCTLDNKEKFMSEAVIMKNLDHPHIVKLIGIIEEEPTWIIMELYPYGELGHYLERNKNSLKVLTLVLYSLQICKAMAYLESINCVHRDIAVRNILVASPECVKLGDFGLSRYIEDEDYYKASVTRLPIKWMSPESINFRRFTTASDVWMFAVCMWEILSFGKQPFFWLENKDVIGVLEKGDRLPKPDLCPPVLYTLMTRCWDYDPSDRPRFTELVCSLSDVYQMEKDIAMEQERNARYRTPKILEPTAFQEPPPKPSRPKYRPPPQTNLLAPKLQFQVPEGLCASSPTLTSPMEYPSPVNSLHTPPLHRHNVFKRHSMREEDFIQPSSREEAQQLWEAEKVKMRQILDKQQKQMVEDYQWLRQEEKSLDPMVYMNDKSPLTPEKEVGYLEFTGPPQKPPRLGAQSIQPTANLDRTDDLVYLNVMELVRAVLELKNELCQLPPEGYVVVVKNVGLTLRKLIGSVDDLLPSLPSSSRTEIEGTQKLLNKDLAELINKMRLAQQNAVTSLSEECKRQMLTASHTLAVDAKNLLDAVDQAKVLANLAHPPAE
Smad3 inh: blocks human Smad3 binding to FoxH1 peptide | P84022 | TR-FRET Smad3/Dy647-FoxH1 peptide binding, europium anti-His | inhibition, % at 25 µM | 0.29% of 88,000 active;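 active = compounds that reduce the energy-transfer binding signal between the protein and its labelled peptide by more than half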;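 also: 0% = Smad3 plus labelled peptide maximal FRET and 100% = peptide-only background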
The depositor's hits bear a star; · = no result given; [ ] = dose if it differs, or a comment. The list is partial; rates above refer to the full screens.

1	Cc1ccc(NC(=O)C2CCN(C(=O)NC3CCCCC3)CC2)c(C)c1
2	CCn1nc2cc(C(=O)NCc3cc(C(F)(F)F)cc(C(F)(F)F)c3)ccc2c1OC
3	Cc1cc(C)cc(-n2nnc(C(=O)NCc3ccccc3)c2N)c1
4	O=C(O)c1cccc(-c2nnn(Cc3ccccc3)n2)c1
5	CCc1nnc(NC(=O)CSc2nnc(-c3cccnc3)n2CCc2ccccc2)s1
6	CCOCCn1c(CN2CCN(CCO)CC2)nc2c1c(=O)n(C)c(=O)n2C
7	Cc1c(Br)c([N+](=O)[O-])nn1C(C)C(=O)NCc1cccs1 (stereo not drawn)
8	COc1ccc(CCSc2nnc(C3CCCCC3)n2N)cc1
entry no.,1,2,3,4,5,6,7,8
VCAM1 TNFa inh,2,2,-13,-6,15,·,8,-5
TNFa cytotox,-34,0,-1,-35,-9,·,-9,-5
cytoskel mod,16,-28,41,20,-3,·,34,-8
HUVEC prolif 384,92,·,95,86,94,105,·,96
H69AR growth 86K,99,·,88,96,94,111,·,89
HUVEC tox IL1B,37,-14,-16,12,-31,·,-18,7
Lung fibro prol,97,·,99,97,96,115,·,100
Pyk2 oligo antag,1.2,·,-0.51,0.19,-0.69,·,-0.13,0.06
Smad3 inh,12,·,6,13,-1,-2,·,20

9	Cn1c(=O)[nH]c(=O)c2c1nc(NC1CCCCC1)n2Cc1ccccc1
10	Cc1cccn2c(=O)c3cc(C(=O)N4CCN(c5ccccc5)CC4)n(C)c3nc12
11	COC(=O)Nc1ccc(S(=O)(=O)N2CCCC(C(=O)Nc3cccnc3)C2)cc1 (stereo not drawn)
12	CCn1c(CSc2nnc3ccccn23)nc2cc(C(=O)O)ccc21
13	O=C(c1ccccc1)C(CCC(CN1CCOCC1)C(=O)c1ccccc1)CN1CCOCC1 (stereo not drawn)
14	O=C(NCCN1CCOCC1)c1ccc(Cl)c(S(=O)(=O)N2CCCCCC2)c1
15	CC/C(=C\C(=O)c1ccncc1)Nc1ccc(O)cc1
16	CC1(c2cnc(Nc3ccccc3)s2)CCC(=O)O1 (stereo not drawn)
entry no.,9,10,11,12,13,14,15,16
VCAM1 TNFa inh,13,·,-7,1,10,·,-3,6
TNFa cytotox,-8,·,-28,9,19,·,-38,-26
cytoskel mod,-8,·,·,18,0,·,0,25
HUVEC prolif 384,106,62,97,103,36,114,96,100
H69AR growth 86K,80,95,99,90,1.3*,98,85,104
HUVEC tox IL1B,6,·,6,-3,12,·,0,-47
Lung fibro prol,97,97,96,100,50*,98,96,106
Pyk2 oligo antag,-2.5,·,-0.9,0.89,-1.6,0.44,-0.56,0.35
Smad3 inh,7[fluorescence artefact?],-4,1,-4,-16,-4,-2,4

17	Cc1ccc(SCCNS(=O)(=O)c2ccc(F)cc2)cc1
18	CCCS(=O)(=O)n1nc(-c2ccc(Br)cc2)cc1N
19	Cc1ccc(C)c(Oc2nnnn2-c2ccccc2)c1
20	CCCOC(=O)CC1C(=O)NCCN1Cc1ccccc1C (stereo not drawn)
21	COc1ccc(C)cc1NC(=O)c1cnc2sccn2c1=O
22	CN(C)c1nc(Oc2ccc(=O)n(-c3ccccc3)n2)nc(N2CCOCC2)n1
23	Cc1cc(C(=O)CSCc2nnc3n(CCC(C)C)c(=O)c4ccccc4n23)c(C)n1C
24	CC(Sc1nnc(CNc2cccc3ccccc23)n1-c1ccccc1)C(=O)N/N=C/c1ccco1 (stereo not drawn)
entry no.,17,18,19,20,21,22,23,24
VCAM1 TNFa inh,5,·,-8,-10,·,·,10,4
TNFa cytotox,8,·,-56,-12,·,·,8,-3
cytoskel mod,7,·,·,13,·,·,-18,3
HUVEC prolif 384,100,107,83,101,87,103,65,·
H69AR growth 86K,107,82,87,97,85,82,75,·
HUVEC tox IL1B,-22,·,-87,-11,·,·,6,-41
Lung fibro prol,101,97,95,98,89,90,93,·
Pyk2 oligo antag,0.59,·,-0.74,·,·,-0.68,·,-0.55
Smad3 inh,-2,-6,0,-3,-11,-11,0,·

Record cards, from the list above:
Results for Cc1c(Br)c([N+](=O)[O-])nn1C(C)C(=O)NCc1cccs1 (stereo not drawn) = VCAM1 TNFa inh = 8; TNFa cytotox = -9; cytoskel mod = 34; HUVEC prolif 384 = ·; H69AR growth 86K = ·; HUVEC tox IL1B = -18; Lung fibro prol = ·; Pyk2 oligo antag = -0.13; Smad3 inh = ·
Results for COc1ccc(CCSc2nnc(C3CCCCC3)n2N)cc1 = VCAM1 TNFa inh = -5; TNFa cytotox = -5; cytoskel mod = -8; HUVEC prolif 384 = 96; H69AR growth 86K = 89; HUVEC tox IL1B = 7; Lung fibro prol = 100; Pyk2 oligo antag = 0.06; Smad3 inh = 20
Results for Cn1c(=O)[nH]c(=O)c2c1nc(NC1CCCCC1)n2Cc1ccccc1 = VCAM1 TNFa inh = 13; TNFa cytotox = -8; cytoskel mod = -8; HUVEC prolif 384 = 106; H69AR growth 86K = 80; HUVEC tox IL1B = 6; Lung fibro prol = 97; Pyk2 oligo antag = -2.5; Smad3 inh = 7[fluorescence artefact?]

Compounds listed so far that have a COOH group (2):
4	O=C(O)c1cccc(-c2nnn(Cc3ccccc3)n2)c1
12	CCn1c(CSc2nnc3ccccn23)nc2cc(C(=O)O)ccc21
entry no.,4,12
VCAM1 TNFa inh,-6,1
TNFa cytotox,-35,9
cytoskel mod,20,18
HUVEC prolif 384,86,103
H69AR growth 86K,96,90
HUVEC tox IL1B,12,-3
Lung fibro prol,97,100
Pyk2 oligo antag,0.19,0.89
Smad3 inh,13,-4

(further entries)
25	Cc1nc2n(n1)C(c1ccccc1)C1=C(CC(c3ccco3)CC1=O)N2 (stereo not drawn)
26	O=c1c2ccccc2n(Cc2ccccc2F)c(=O)n1Cc1ccccc1F
27	CCOC(=O)c1c(C)c(C(=O)NCCOC)c(C)n1CC
28	CCOCC(=O)N1CCCC(C(=O)OCC)C1 (stereo not drawn)
29	Cc1ccc2cc(-c3noc(C(C)(C)C)n3)c(=O)[nH]c2c1
30	CCOC(=O)N1CCN(C(=O)CSc2nnc(-c3cccc(OC)c3)o2)CC1
31	CCOc1cc(C#N)c(NC(=O)Cn2nnc3ccccc32)cc1OCC
32	Cc1csc(SCc2nnc(-c3ccccc3Br)o2)n1
entry no.,25,26,27,28,29,30,31,32
VCAM1 TNFa inh,14,7,·,12,-16,1,-7,13
TNFa cytotox,-37,1,·,26,3,-12,-12,-37
cytoskel mod,-8,6,·,27,13,0,7,24
HUVEC prolif 384,90,91,101,84,104,103,91,102
H69AR growth 86K,·,77,92,81,100,64,90,89
HUVEC tox IL1B,23,-16,·,-12,-13,1,-24,-6
Lung fibro prol,99,94,99,101,99,99,91,96
Pyk2 oligo antag,1.3,-1.1,0.84,-0.07,-0.24,0,0.54,-0.37
Smad3 inh,-14,-9,4,8[fluorescence artefact?],9,4,-5,-2

33	O=C(CN1CCNCC1)Nc1ccccc1Cl
34	COc1ccccc1NC(=O)CSc1nnc(-c2ccoc2C)n1CCc1ccccc1
35	CCOCCn1c(SCc2ccc(F)cc2)nc2c1c(=O)[nH]c(=O)n2C
36	CCCN(CCC)S(=O)(=O)c1ccc(C(=O)Nc2ccc(OCC(=O)N3CCOCC3)cc2)cc1
37	COc1ccc(-c2ccc(C(=S)N3CCN(C(C)=O)CC3)o2)cc1
38	CCOC(=O)c1ccc(OCc2c(C)noc2C)cc1
39	COc1ccccc1-c1nnc2sc(-c3cc4ccccc4o3)nn12
40	Cc1ccccc1Nc1nc(N)nc(CN(C)c2ccccc2)n1
entry no.,33,34,35,36,37,38,39,40
VCAM1 TNFa inh,13,-19,1,-13,-10,8,52,·
TNFa cytotox,-34,-12,-22,-20,10,-11,56,·
cytoskel mod,16,-6,14,-1,-5,-1,-15,·
HUVEC prolif 384,97,96,81,88,84,·,49,87
H69AR growth 86K,99,98,90,96,80,·,31*,77
HUVEC tox IL1B,-15,20,6,-1,-16,-1,26,·
Lung fibro prol,90,98,106,96,104,·,49*,91
Pyk2 oligo antag,0.95,-1.3,·,-0.2,0.36,-0.51,-0.51,0.6
Smad3 inh,1,-18,2,15,0,·,10,-2

A draw from above in order of count of non-hydrogen atoms, lowest first.
33	O=C(CN1CCNCC1)Nc1ccccc1Cl
40	Cc1ccccc1Nc1nc(N)nc(CN(C)c2ccccc2)n1
39	COc1ccccc1-c1nnc2sc(-c3cc4ccccc4o3)nn12
entry no.,33,40,39
VCAM1 TNFa inh,13,·,52
TNFa cytotox,-34,·,56
cytoskel mod,16,·,-15
HUVEC prolif 384,97,87,49
H69AR growth 86K,99,77,31*
HUVEC tox IL1B,-15,·,26
Lung fibro prol,90,91,49*
Pyk2 oligo antag,0.95,0.6,-0.51
Smad3 inh,1,-2,10

Next section
41	O=C(CSc1nc(-c2ccccc2)cc(C(F)(F)F)n1)NCCN1CCOCC1
42	Cc1ccc(-c2nnc(N3CCN(C(=O)COc4ccccc4)CC3)c3ccccc23)cc1
43	COc1ccc2c(c1)nc(N)n2Cc1ccccc1
44	CCS(=O)(=O)N1CCN(C(=O)c2cccnc2)CC1
45	CCCC(C(=O)c1ccccc1)n1cncn1 (stereo not drawn)
46	O=C(CN(c1ccccc1)S(=O)(=O)c1ccccc1[N+](=O)[O-])NN=C1CCCCCCC1
47	Cn1c(SCc2ccc(C#N)cc2Cl)nc2ccccc21
48	Cn1c(N)c(C#N)c2c(c1=S)COC(C)(C)C2
entry no.,41,42,43,44,45,46,47,48
VCAM1 TNFa inh,-2,13,5,26,0,14,9,-3
TNFa cytotox,-11,-14,-22,-18,-14,-2,-16,·
cytoskel mod,-1,8,-17,-10,7,8,8,0
HUVEC prolif 384,106,73,103,102,96,·,91,104
H69AR growth 86K,85,50,91,92,98,·,71,92
HUVEC tox IL1B,-5,-13,-17,-40,-24,-11,-8,-2
Lung fibro prol,110,92,94,88,97,·,·,103
Pyk2 oligo antag,0.57,-2.8,0.52,0.66,-0.89,-0.64,-0.74,0.42
Smad3 inh,-16,14[fluorescence artefact?],3,5,-7,·,-13,-4

49	CCn1c(=NC(=O)CSCC(=O)Nc2nccs2)sc2ccccc21
50	COc1nc(Oc2ccc(=O)[nH]n2)nc(N2CCOCC2)n1
51	CC1CC(C)CN(CCOc2ccc(Cl)cc2Cl)C1 (stereo not drawn)
52	Cc1ccc(S(=O)(=O)c2c(C)nn(C(C)(C)C)c2OC(=O)C2CCCC2)cc1
53	COc1ccc(-n2nnnc2SCC#CCO)cc1
entry no.,49,50,51,52,53
VCAM1 TNFa inh,10,9,9,-8,23
TNFa cytotox,-6,-27,-15,-11,-12
cytoskel mod,14,-15,4,19,0
HUVEC prolif 384,80,90,80,76,54
H69AR growth 86K,88,97,84,110,18*
HUVEC tox IL1B,-5,0,17,-6,-3
Lung fibro prol,84,95,90,96,100
Pyk2 oligo antag,-0.42,0.18,0.23,-0.72,-0.49
Smad3 inh,8,6,-3,2,5
